Bioassay records: PubChem, Southern Research Specialized Biocontainment Screening Center
Salmonella PhoP GFP: PhoP regulon inhibitors, Salmonella typhi PhoP promoter GFP reporter, confirmatory (AID 1850); hit rate 0.33% among 310,000; Salmonella Typhi PhoP-promoter GFP reporter, fluorescence, 4 h; higher % means a stronger effect; one-dose inhibition, % at 50 µM; IC50 in µM for titrated hits; in the data active = a potency from the dose series; inconclusive = inhibition mostly from about 25% at the one dose, without a potency; inactive = the rest, 99 in 100 with inhibition below about 19%;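 also: 0% = induced wells with vehicle and 100% = uninduced wells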
VEEV TC-83 Vero: inhibitors of VEEV TC-83 cytopathic effect, confirmation, Vero cells (AID 588727); Vero cells, VEEV TC-83 cytopathic effect inhibition; higher % means a stronger effect; inhibition, % at 20 µM, or IC50 in µM where a hit was titrated; hit rate 0.13% among 350,000; in the data active = a potency from the dose series; inconclusive = inhibition mostly from about 14% at the one dose, without a potency; inactive = the rest, 99 in 100 with inhibition below about 12%; also: strong numbers were not always called active
influenza NS1A: H1N1 influenza NS1A inhibitors, functional cell based assay (AID 504329). NS1A functional cell-based assay, percent inhibition; higher % means a stronger effect. one-dose inhibition, % at 12.5 µM; IC50 in µM for titrated hits. hit rate 0.3% among 340,000; in the data active = a potency from the dose series; inconclusive = inhibition above about 27% without an active follow-up result; also: strong numbers were not always called active
M. tuberculosis: growth inhibition of non-replicating M. tuberculosis (AID 488890). Mycobacterium tuberculosis non-replicating, growth inhibition; higher % means a stronger effect. inhibition, % at 25 µM; hits with a dose series show IC50 in µM. hit rate 0.39% among 320,000; in the data active = a potency from the dose series; inconclusive = inhibition mostly from about 82% at the one dose, without a potency; inactive = the rest, 99 in 100 with inhibition below about 76%;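 also: plate controls were DMSO cells for no effect and high antibiotic wells for full effect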
M. tuberculosis HTS: M. tuberculosis growth inhibition, HTS (AID 449762); M. tuberculosis H37Rv growth inhibition, 7H9 media; higher % means a stronger effect; one-dose inhibition, % at 25 µM; IC50 in µM for titrated hits; hit rate 0.59% among 330,000; in the data active = a potency from the dose series; inconclusive = inhibition above about 70% without an active follow-up result;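 also: bacterial growth assessed after seven days of incubation; strong numbers were not always called active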
VEEV TC-83 Vero 10K pilot screen: recorded beside VEEV TC-83 Vero, whose call it bears; inhibition, %; measured here: 10K pilot screen inhibition
An asterisk follows results filed as active; i = inactive; ? = inconclusive; / = no result given.

SMILES	Salmonella PhoP GFP	VEEV TC-83 Vero	influenza NS1A	M. tuberculosis	M. tuberculosis HTS	others
Cc1ccc(NC(=O)CSc2nc3ccccc3c3nc(CCn4cncc4C)nn23)c(C)c1	6%	0.1%	-9%	23%	10%
CCOC(=O)C1(C)C(C(=O)OC)=C(c2ccc(OC)cc2)c2ccccc2N1C(=O)OC (stereo unspecified)	/	1.1%	-5%	/	/
COCCn1c(=O)[nH]c2cc(C(=O)NCCN3CCN(c4ccccc4)CC3)ccc2c1=O	11%	0.4%	9%	-6%	-3%
CCOc1ccc(CNC(=O)C2CCN(C(=O)N3CC(C)Oc4ccccc43)CC2)cc1 (stereo unspecified)	-4%	0.9%	1%	23%	-5%
CC(C)NC(=O)c1cc(-c2ccco2)nn1-c1ccc(Cl)cc1	-4%	4.7%	0%	22%	5%
Cc1ccc(S(=O)(=O)N(C)CC(=O)N2CCN(C(=O)c3ccco3)CC2)cc1	3%	i	0%	21%	-3%
CCOC(=O)Cn1nc(C)cc1NC(=O)c1cccnc1	4%	i	8%	-10%	6%
Cn1cnnc1-c1cccc(NC(=O)c2cc(F)c(F)cc2Cl)c1	-9%	0.2%	-6%	3%	-4%
CCOC(=O)[C@H]1[C@H]2COc3cc(OC)ccc3[C@@H]2N2C(=O)c3cc(F)c(F)cc3NC(=O)[C@@]12C	8%	6.7%	-2%	31%	16%
Cc1onc(-c2ccccc2)c1C(=O)Nc1nnc(CC(C)(C)C)s1	-4%	5.5%	-12%	2%	11%
CC(C)C[C@@H](CN1CCCC1CN1C(=S)NC[C@@H]1Cc1ccc(O)cc1)N1C[C@H](Cc2ccccc2)N(CC2CCCCCC2)C1=S (stereo partly specified)	/	i	-10%	/	/
Cc1cccc(Oc2ccc(S(=O)(=O)N3CCCCC3)cc2N)c1	2%	i	9%	45%	?
CC1CCc2nn(CC(=O)N3CCCCCC3)cc2C1 (stereo unspecified)	-6%	0.2%	8%	3%	-6%
COc1ccc(C(=O)OCn2nnc3ccccc3c2=O)cc1	8%	1.3%	-5%	i	?
COc1ccccc1OCC(=O)Nc1ccccc1C(=O)NCc1cccnc1	14%	4.2%	5%	6%	0%
O=C(O)c1ccccc1SCCS(=O)(=O)c1ccc(Cl)cc1Cl	4%	0.4%	-7%	58%	-5%
Cc1cccc(C(=O)NNC(=O)CSc2nnc(C(C)C)n2C)c1	2%	1.6%	-1%	9%	2%
COc1cc(OC)c(C=O)c(OC(=O)N(C)C)c1	2%	1.1%	-16%	-14%	-2%
CS(=O)(=O)c1nc(S(=O)(=O)c2ccc(Cl)cc2)c(NCc2ccccn2)s1	9%	1.0%	8%	21%	7%
COC(=O)c1ccc(S(=O)(=O)N2CCC(C(N)=O)CC2)n1C	-4%	i	-17%	-8%	9%

Of the compounds above, three have two or more sulfur atoms.
SMILES	Salmonella PhoP GFP	VEEV TC-83 Vero	influenza NS1A	M. tuberculosis	M. tuberculosis HTS	others
CC(C)C[C@@H](CN1CCCC1CN1C(=S)NC[C@@H]1Cc1ccc(O)cc1)N1C[C@H](Cc2ccccc2)N(CC2CCCCCC2)C1=S (stereo partly specified)	/	i	-10%	/	/
O=C(O)c1ccccc1SCCS(=O)(=O)c1ccc(Cl)cc1Cl	4%	0.4%	-7%	58%	-5%
CS(=O)(=O)c1nc(S(=O)(=O)c2ccc(Cl)cc2)c(NCc2ccccn2)s1	9%	1.0%	8%	21%	7%

Returning to the listing with the 2 entries that preceded the break.
SMILES	Salmonella PhoP GFP	VEEV TC-83 Vero	influenza NS1A	M. tuberculosis	M. tuberculosis HTS	others
CS(=O)(=O)c1nc(S(=O)(=O)c2ccc(Cl)cc2)c(NCc2ccccn2)s1	9%	1.0%	8%	21%	7%
COC(=O)c1ccc(S(=O)(=O)N2CCC(C(N)=O)CC2)n1C	-4%	i	-17%	-8%	9%
Cc1c(C(=O)N2CCN(C(=O)c3ccco3)CC2)oc2c(Cl)cccc12	6%	9.2%	-3%	-21%	-10%
COc1ccc(-c2cc(C3CC3)nc3sc(C#N)c(N)c23)cc1	-6%	7.6%	-23%	6%	3%
Cc1nn(C)c(C)c1NC(=O)C12CC3CC(CC(C3)C1)C2	4%	0.0%	-3%	3%	-8%
COc1ccc(OC)c(/C=N/n2c(C)nc3ccccc3c2=O)c1	9%	3.2%	/	-4%	-8%
O=C(c1ccc(Cl)c([N+](=O)[O-])c1)N(c1ccccn1)c1ccccn1	-4%	i	-3%	3%	0%
O=C(NC(=S)Nc1ccc(N2CCCCC2)c(Cl)c1)c1cccs1	1%	2.5%	11%	?	20µM*
Cc1nc(N2CCOCC2)c2cc(-c3ccccc3)sc2n1	0%	10%	13%	10%	55%
COc1cc(C(=O)NCCNc2nc3cc(C)ccc3cc2C#N)cc(OC)c1OC	-4%	1.2%	4%	17%	6%
CC(C)c1ccc(/C=C2\NC(=O)NC2=O)cc1	-5%	1.2%	-6%	52%	5%
Cc1nn(C)c(C(=O)N/N=C/c2cccnc2)c1Br	-8%	1.4%	4%	-7%	-9%
CCCCC(CC)CNCC(O)c1ccccc1 (stereo unspecified)	-33%	0.6%	3%	-12%	-1%
O=C(N/N=C/c1coc2ccccc2c1=O)c1ccccc1Br	-7%	4.2%	10%	74%	-4%
Cc1ccc(CNC(=O)CSc2nc(=O)n3ccccc3n2)cc1	2%	6.0%	-15%	-19%	1%
COc1ccc(C(CNS(=O)(=O)c2cccc(F)c2)N2CCCC2)cc1 (stereo unspecified)	/	0.5%	8%	17%	1%
COC(=O)c1nc[nH]c1[N+](=O)[O-]	/	0.4%	-20%	/	/
Cc1ccc(Cl)cc1NC(=O)Nn1cnnc1	-4%	0.4%	-1%	-5%	-1%
COCCSc1nnc(NC(=O)CCS(=O)(=O)Cc2ccccc2)s1	-12%	2.1%	-1%	5.1µM*	-13%
Cc1nc2ccccn2c1C(=O)N/N=C/c1ccc(CNC(=O)C(=O)Nc2ccccc2)o1	-10%	6.2%	8%	-38%	13%
CN=C(Nc1cccnc1)c1cccc(C(F)(F)F)c1	6%	0.6%	18%	7%	-8%
CCCCn1c(=N)n(CC(O)c2ccccc2)c2ccccc21 (stereo unspecified)	10%	i	-10%	-3%	-8%
CC(Oc1ccc(Cl)cc1)C(=O)Nc1ccccc1C(=O)N1CCOCC1 (stereo unspecified)	-4%	1.3%	-5%	-17%	-3%
S=C(NCCc1ccccc1)N1CCn2cccc2C1c1ccncc1 (stereo unspecified)	5%	3.2%	-4%	34%	-1%
CN1CCN(C=NC2=NN(c3cccc(C(F)(F)F)c3)CC2)CC1	0%	1.1%	3%	20%	?
CC(=O)c1cccc(OC(=O)Oc2cccc(C(C)=O)c2)c1	/	i	-16%	/	/
O=C(CN1CCN(Cc2ccccc2)CC1)NC(=O)NCc1ccco1	1%	1.9%	24%	17%	-9%
CC(=O)c1c(C)cc(C)c(CSc2nnc(-c3ccco3)o2)c1C	2%	i	0%	34%	1%	VEEV TC-83 Vero 10K pilot screen=3.9
O=C(COC(=O)c1ccc(S(=O)(=O)N2CCOCC2)cc1)Nc1ccccc1F	/	1.9%	-2%	-4%	-9%
O=C(CN1N=C(c2ccccc2)CCC1=O)NCCN1CCc2ccccc2C1	-4%	0.2%	4%	-8%	3%
Cc1ccc2c(c1)N(CCC(=O)NCc1ccco1)C(=O)CO2	4%	0.9%	5%	-6%	12%
CN1CCCCC1c1ccc(-c2cccnc2)nc1 (stereo unspecified)	14%	i	-28%	-2%	-4%
CCc1ccc(/C=C2\Oc3cc(OS(C)(=O)=O)ccc3C2=O)cc1	-13%	1.7%	9%	5%	18%
Cc1cc(C)n(Cc2ccc(C(=O)NCc3ccco3)o2)n1	-1%	0.3%	-6%	14%	-13%
O=C(NCCCN1CCCCC1)C1CC(=O)N(CCc2ccccc2)C1 (stereo unspecified)	3%	i	-2%	3%	-1%
CCC(C(=O)OCn1nnc2ccccc2c1=O)c1ccccc1 (stereo unspecified)	-2%	0.8%	-4%	?	6%
CCN(CC(=O)NCC1CCCO1)S(=O)(=O)c1ccc(Cl)cc1 (stereo unspecified)	-8%	0.5%	-8%	-11%	-25%
Cc1ccc(-c2c[n+](CC(=O)c3cccs3)c3n2CCC3)cc1	14%	i	10%	35%	-3%
COCCNc1cc(C)nc2c3c(C)cc(C)nc3nn12	1%	2.8%	5%	1%	-4%	VEEV TC-83 Vero 10K pilot screen=0.7
O=P(O)(Oc1ccccc1)OC(c1ccccc1)C(F)(F)C(F)(F)F (stereo unspecified)	5%	0.8%	-3%	-4%	-16%
OC(COCc1ccc(Cl)cc1)CN1CC=C(c2ccccc2)CC1 (stereo unspecified)	-1%	0.3%	9%	72%	4%
COc1ccc(CCNC(=O)CSc2nc(C)cc(C)n2)cc1OC	-4%	1.0%	3%	-18%	-11%
CCN(CC)C(=O)Cn1cc(C(=O)C(=O)N(C)C2CCN(C)CC2)c2ccccc21	-7%	1.8%	10%	-9%	-14%
Cc1ccccc1-c1cc(C(=O)Nc2sc(C)c(C)c2C(N)=O)c2ccccc2n1	5%	4.5%	2%	13%	-5%
Cc1ccc(Oc2cc(-n3nc(C)cc3C)ncn2)cc1	10%	0.9%	-4%	31%	9%
O=C(Cn1nnc(-c2cccs2)n1)NCc1cccs1	7%	1.4%	-15%	0%	-1%
CCN(C[C@H]1N[C@@](CC)(C(=O)OC)[C@H]2C(=O)N(Cc3ccccc3)C(=O)[C@@H]12)S(=O)(=O)c1ccc(OC(F)(F)F)cc1	/	13%	22%	34%	4%
O=C(CC1C(=O)NCCN1Cc1ccccc1)NC1CCCCCC1 (stereo unspecified)	2%	2.4%	5%	29%	5%
O=C(O)CN1C(=O)/C(=C\c2ccc(OC(=O)c3ccco3)cc2)SC1=S	-3%	1.7%	9%	14%	3%
CC(c1nnc(SCC(=O)Nc2cccnc2Cl)n1-c1ccccc1)N(C)C (stereo unspecified)	-7%	1.7%	-1%	14%	-1%
COc1cc(C(=O)NC(=S)NNC(=O)c2ccc3c(c2)OCO3)cc(OC)c1OC	8%	47%	-1%	?	24%
C/C(O)=C(/N=O)C(=O)Nc1ccccc1	3%	0.9%	7%	-6%	5%
c1ccc(CSC2=NCCCN2)cc1	-3%	4.8%	5%	2%	7%
COc1ccc(N2CCN(C(=O)CCCn3c(=O)[nH]c4cc(Cl)ccc4c3=O)CC2)cc1	-10%	7.8%	-11%	2%	-7%
O=S(=O)(Nc1ccccc1N1CCOCC1)c1ccc(Cl)s1	-5%	2.3%	9%	27%	5%
Brc1ccc2[nH]c3c(c2c1)CCC3	-4%	>25µM*	3%	7%	-7%
Cc1ccc(N2C(=O)[C@@H]3[C@H](C2=O)C2c4ccccc4C=CN2[C@@H]3C(=O)c2ccco2)cc1 (stereo partly specified)	/	8.4%	10%	/	/
Clc1ccc(Nc2nc(N3CCOCC3)nc(N3CCOCC3)n2)cc1Cl	-10%	0.1%	-5%	2%	12%
O=C(Nc1ccccc1Br)c1ccc2nccnc2c1	-8%	4.0%	-10%	-3%	-9%
N#C/C(=N/Nc1ccccc1F)C(=N)N1CCOCC1	-14%	0.4%	-1%	-6%	3%
COc1ccccc1CC(=O)N1CCCC1	2%	i	-7%	6%	4%
COC(=O)c1nn(-c2cccc(C(F)(F)F)c2)ccc1=O	1%	0.6%	-25%	1%	-6%

(cont.)
SMILES	Salmonella PhoP GFP	VEEV TC-83 Vero	influenza NS1A	M. tuberculosis	M. tuberculosis HTS	others
COc1ccc(CCNC(=O)Cn2nnc(-c3ccc(N(C)C)cc3)n2)cc1OC	-6%	1.4%	4%	3%	-9%
COc1ccc(OCc2nc3ccccc3n2C(C)C)cc1	0%	1.3%	0%	26%	45%
CC(=O)Nc1cccc(Nc2nc(-c3cccs3)nc3ccccc23)c1	19%	8.7%	-1%	1%	8%
Cc1[nH]c2ccccc2c1C(=O)C(C)OC(=O)C1CCC1 (stereo unspecified)	-4%	0.4%	1%	1%	-13%
COc1cc(CN2CCN(c3ncccn3)CC2)cc(OC)c1	-8%	1.3%	-5%	-11%	-6%
O=C(CN1CCOCC1)OCCCc1ccccc1	-1%	0.8%	17%	-10%	-7%
O=c1ccnc(Nc2ccc(Cl)cc2)[nH]1	4%	0.6%	-9%	1%	-8%
CCC(CO)N=CC1=C(O)C(C(=O)c2ccccc2)CCC1=O (stereo unspecified)	8%	1.1%	1%	/	3%

Reprinted at random: 2 records from the list, in no set order.
SMILES	Salmonella PhoP GFP	VEEV TC-83 Vero	influenza NS1A	M. tuberculosis	M. tuberculosis HTS	others
O=C(CN1CCOCC1)OCCCc1ccccc1	-1%	0.8%	17%	-10%	-7%
CC(=O)Nc1cccc(Nc2nc(-c3cccs3)nc3ccccc23)c1	19%	8.7%	-1%	1%	8%
